Assay outcomes: PubChem BioAssay, several laboratories
Lmaj promast – Leishmania major promastigote growth inhibition, primary screen | Leishmania major promastigotes, resazurin fluorescence viability | inhibition, % at 10 µM | 200,000 compounds, 9% hits; in the data active means inhibition above about 50%;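 further: promastigotes grown with compound for 44 hours at 28 °C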
Hsp70 activator – Hsp70 transcriptional activators, primary screen, cell-based, HeLa, Hsp70 promoter luciferase, luminescence, 10 µM. HeLa Hsp70 promoter luciferase reporter; scaled: vehicle 0, proteasome-inhibitor control 100%. activation, % at 10 µM. 200,000 compounds, 0.04% hits. AID 1203, 2008;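 active means activation above the mean across all tested compounds plus 3 SD, cutoff set per campaign, cut at about 5.5% in these data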;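 further: 100% = MG132 at 30 µM as the positive control and 0% = DMSO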
PMI activator – activators of human PMI, primary screen, biochemical, fluorescence intensity, near-Km mannose 6-phosphate; Mannose-6-phosphate isomerase (Homo sapiens), P34949; purified human PMI, coupled resazurin fluorescence, 20 min; stronger effect = higher value; 1 = vehicle control, 0 substrate-free wells; activation factor at 20 µM; 190,000 compounds, 0.005% hits;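 active means activation factor of 2 or more at 20 µM, relative to plate controls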
Target sequence (P34949 whole entry, looked up): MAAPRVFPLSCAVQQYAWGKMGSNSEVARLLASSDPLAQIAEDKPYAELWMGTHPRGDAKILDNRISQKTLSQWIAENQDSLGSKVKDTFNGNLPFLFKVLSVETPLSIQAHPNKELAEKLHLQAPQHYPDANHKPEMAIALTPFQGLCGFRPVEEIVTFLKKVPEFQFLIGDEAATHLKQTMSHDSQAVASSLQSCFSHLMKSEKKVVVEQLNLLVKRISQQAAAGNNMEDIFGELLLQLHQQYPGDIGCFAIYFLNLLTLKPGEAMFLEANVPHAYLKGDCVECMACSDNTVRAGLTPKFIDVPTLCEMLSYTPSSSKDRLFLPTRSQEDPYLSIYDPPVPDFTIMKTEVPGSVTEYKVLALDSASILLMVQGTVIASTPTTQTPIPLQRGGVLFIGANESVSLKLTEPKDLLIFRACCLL
S1P3 antagonist – S1P3 receptor antagonists, primary screen, cell-based. Sphingosine 1-phosphate receptor 3 (Homo sapiens), Q99500. CHO S1P3 NFAT-BLA reporter, FRET fluorescence, antagonist mode. inhibition, % at 4.98 µM. 170,000 compounds, 0.27% hits. AID 485, 2006;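 active means inhibition above the plate cutoff, the mean inhibition of test wells on that plate plus 3 SD, cut at about 28% in these data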;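 further: cells challenged with S1P at its EC80 of 0.8 µM; blue over green emission ratio from cleaved BLA substrate after 4 h stimulation; 0% = S1P-stimulated wells and 100% = unstimulated DMSO-only wells; some compounds past the cut are filed as inactive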
Target sequence (Q99500 whole entry, looked up): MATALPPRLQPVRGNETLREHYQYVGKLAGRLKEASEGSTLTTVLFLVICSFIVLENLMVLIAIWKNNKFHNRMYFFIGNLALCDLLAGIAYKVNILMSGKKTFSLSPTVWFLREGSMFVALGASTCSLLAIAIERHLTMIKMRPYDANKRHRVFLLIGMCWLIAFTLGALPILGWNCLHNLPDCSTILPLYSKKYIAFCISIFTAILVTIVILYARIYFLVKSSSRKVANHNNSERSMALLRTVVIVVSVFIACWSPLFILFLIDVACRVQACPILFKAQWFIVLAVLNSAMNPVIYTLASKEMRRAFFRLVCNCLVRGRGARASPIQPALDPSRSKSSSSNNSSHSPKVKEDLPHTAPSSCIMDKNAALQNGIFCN
TNAP inh hiacc – human TNAP enzyme inhibitors, primary screen, biochemical, luminescent, high phosphate acceptor level, uHTS | inhibition, % at 20 µM | 200,000 compounds, 0.03% hits | purified TNAP, CDP-star luminescence, 1 M DEA | Alkaline phosphatase, tissue-nonspecific isozyme (Homo sapiens), P05186;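 active means over 50% inhibition of tissue-nonspecific alkaline phosphatase at 20 µM in the single-dose screen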;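 further: plate controls were DMSO wells for no effect and EDTA-quenched wells as full inhibition for full effect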
PMI act satM6P – human PMI activators, high substrate, primary screen, biochemical, fluorescence intensity, near-saturating mannose 6-phosphate | activation factor at 20 µM | 190,000 compounds, 0.34% hits | coupled PMI enzyme assay, resazurin fluorescence, 20 min; stronger effect = higher value; 1 = untreated enzyme, 0 = substrate-free blank;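 active means activation factor of 2 or more at 20 µM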
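Test system: human phosphomannose isomerase with PGI, G6PDH, diaphorase coupling enzymes; Amount: PMI at 15 ng/mL final; Reagent: Mannose-6-phosphate 1.0 mM (near-saturating) plus 0.22 mM NADP+; Timing: 20 min, room temperature; Technique: resorufin fluorescence at Ex 544/Em 590 nm; Dosing: 20 µM single dose.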
TNAP inh no acc – human TNAP enzyme inhibitors, primary screen, biochemical, luminescent, no phosphate acceptor, uHTS; purified TNAP, CDP-star luminescence, 30 min; inhibition, % at 20 µM; 200,000 compounds, 0.26% hits; AID 1012, 2008;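 active means tissue-nonspecific alkaline phosphatase inhibition above about 50% at 20 µM in the single-dose screen, limit read from the data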;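 further: 0% = DMSO negative control and 100% = EDTA positive control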
RAM network inh – inhibitors of the yeast RAM network, primary screen, dse1pr::URA3 reporter, 5-FOA selection | S. cerevisiae dse1pr::URA3 reporter, 5-FOA growth OD615, 2 d; analog-sensitive cbk1-as2 kinase mutant strain | inhibition, % at 50 µM | 190,000 compounds, 1.8% hits;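 active means inhibition above a set limit, 3 SD over mean compound inhibition, cut at about 8.4% in these data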;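 further: 0% = DMSO-only wells with no growth and 100% = 10 µM 1-NA-PP1 full growth; inhibition rescues growth on 5-FOA so higher OD means more RAM inhibition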
HMGR II inh – inhibitors of E. faecalis class II HMGR, primary screen, biochemical, Enterococcus faecalis. HMG-CoA reductase (Enterococcus faecalis, mvaE). purified E. faecalis HMGR, NADPH absorbance 340 nm kinetic. inhibition, % at 10 µM. 190,000 compounds, 0.41% hits. AID 1066, 2008;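 active means inhibition above a set limit, the median over all tested compounds plus 3 SD, cut at about 9.5% in these data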;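 further: enzyme runs in reverse so mevalonate oxidation gives rising NADPH absorbance; 0% = complete reaction with DMSO and 100% = background rate lacking mevalonate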
DTT redox prof – compounds producing H2O2 with reducing agent – biochemical, NIH compound library profiling, artefact control for MLSCN library redox annotation, primary screen; DTT-dependent redox cycling H2O2, phenol red/HRP absorbance; 100% = 100 µM peroxide control, 0% = buffer; activation, % at 10 µM; 200,000 compounds, 0.03% hits;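 active means activation of at least 50% relative to the plate's high and low controls in the primary single-dose screen; inactive means activation below 50%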;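 further: compound incubated with DTT at 0.8 mM final as the reducing agent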
Active calls of the source: *; nt = no result given.

Order of results: Lmaj promast	Hsp70 activator	PMI activator	S1P3 antagonist	TNAP inh hiacc	PMI act satM6P	TNAP inh no acc	RAM network inh	HMGR II inh	DTT redox prof
> COC(=O)c1ccccc1NC(=O)N1CCN(S(C)(=O)=O)CC1
  7	-0.3	1	-1	-8	1	-12	0.1	-6	-1.6
> O=C(c1cc2c(s1)CCCC2)N1CCN(C(=O)C2CCCO2)CC1 (stereo unspecified)
  -1	-0.5	0.9	11	-1	1	-4	0.0	1	0.3
> CCc1ccccc1OCC(=O)Nc1ccc(S(N)(=O)=O)cc1
  4	-0.6	0.9	-3	3	0.9	-3	0.9	-7	-3.9
> CCCCOC(=O)CCN1C(=O)/C(=C2\SC(=S)N(CCC(=O)OCCCC)C2=O)SC1=S
  66*	-0.3	0.8	4	14	0.9	18	2.9	1	3.4
> CCOc1ccccc1-c1cc(C(=O)N/N=C/c2ccc(O)c(OC)c2)c2ccccc2n1
  58*	-0.2	0.9	6	0	0.9	-6	0.4	2	-0.3
> O=C(c1cccnc1)N1CCN(S(=O)(=O)c2ccc(S(=O)(=O)N3CCCC3)cc2)CC1
  -6	-0.2	1.1	nt	-8	1.1	-28	1.4	3	0.0
> COc1ccc(-c2noc(CCCC(=O)NCCc3ccccc3)n2)cc1OC
  1	-0.3	1	21	-4	1	-6	0.4	-5	0.4
> O=C(O)CSCCn1cccn1
  -11	-0.3	1.1	-13	-1	1	4	2.0	-2	0.0
> NCc1cccc(-n2cccn2)c1
  12	0.2	0.8	-37	-9	0.9	-11	0.2	2	0.4
> CCOc1ccc(-c2noc(CCCC(N)=O)n2)cc1OC
  7	0.0	1	nt	-5	1	-4	0.0	-7	0.2
> O=C(Nc1cccnc1)c1ccc(CN2CCc3ccccc3C2)cc1
  6	-0.1	1.2	nt	-2	1	2	0.9	-9	-2.1
> CCOc1ccc(C(=O)NCc2ccco2)cc1
  -10	-0.3	1	-17	2	1	0	0.4	-1	-1.0
> CC1(C)CC(=O)C=C(Nc2ccc(Br)cn2)C1
  -3	-0.4	1.1	-19	-7	1.1	-21	0.9	1	1.3
> CCCc1nnc(NC(=O)CCC(=O)Nc2ccc(F)cc2)s1
  -1	-0.1	0.9	-34	-7	0.9	39	2.8	5	0.2
> CCOC(=O)c1c(CN2CCOCC2)n(-c2ccccc2)c2ccc(O)cc12
  11	-0.2	0.9	-4	-4	1	-12	1.0	-5	-0.6
> O=C(NNc1ccccc1Br)C(=O)n1ccc2ccccc21
  -16	-0.2	0.9	-4	-4	0.9	-120	3.4	-3	-0.6
> CC(=O)c1c(C)[nH]c(C(=O)Nc2nc(-c3ccccc3)c(C)s2)c1C
  9	-0.2	0.9	-3	-3	1	-5	2.8	-9	0.5
> O=c1c2ccc(Cl)cc2nc(-c2cccc(C(F)(F)F)c2)n1O
  99*	-0.4	1	nt	-1	1	-7	1.1	-2	-4.8
> CCCCNCCOCCOc1ccc(C)cc1Br
  98*	-0.5	1.1	-13	0	1.2	2	-0.3	0	0.4
> O=C(CCc1nc(-c2ccccc2)no1)N1CCCC1
  4	0.1	1.1	-28	-4	1	-11	4.5	-6	-0.3

Among those listed so far, two contain four or more nitrogen atoms:
Order of results: Lmaj promast	Hsp70 activator	PMI activator	S1P3 antagonist	TNAP inh hiacc	PMI act satM6P	TNAP inh no acc	RAM network inh	HMGR II inh	DTT redox prof
> O=C(c1cccnc1)N1CCN(S(=O)(=O)c2ccc(S(=O)(=O)N3CCCC3)cc2)CC1
  -6	-0.2	1.1	nt	-8	1.1	-28	1.4	3	0.0
> CCCc1nnc(NC(=O)CCC(=O)Nc2ccc(F)cc2)s1
  -1	-0.1	0.9	-34	-7	0.9	39	2.8	5	0.2

Next compounds.
Order of results: Lmaj promast	Hsp70 activator	PMI activator	S1P3 antagonist	TNAP inh hiacc	PMI act satM6P	TNAP inh no acc	RAM network inh	HMGR II inh	DTT redox prof
> O=C(CSc1ncn[nH]1)NC1CC2CCC1C2 (stereo unspecified)
  -4	-0.4	0.9	-11	0	0.9	-2	-0.9	0	-0.2
> COC(=O)C1C(=O)C2=C(CC1C)NC(=O)CC2c1cccc(C)c1 (stereo unspecified)
  -8	-0.4	0.9	-10	0	0.9	-4	3.1	-2	2.1
> Nc1ncc2c(n1)-c1ccccc1CC2
  -5	0.3	0.9	4	-2	0.7	-7	2.4	1	-1.3
> COc1ccc(NC(=O)c2c3c(nc4ccccc24)CCC3)cc1S(=O)(=O)N1CCOCC1
  0	-0.1	1.1	-16	4	1	-7	1.4	3	0.1
> COCCCNC(=O)CN(c1cccc(Cl)c1C)S(C)(=O)=O
  0	-0.3	0.9	2	-2	0.9	-8	1.5	-2	1.8
> COC(=O)CSc1ccc2nnc(CCNS(=O)(=O)c3ccc(C)cc3)n2n1
  3	-0.1	0.9	-8	-2	0.9	-11	-1.0	-1	0.4
> COc1cc(N2CCOCC2)ccc1C=C(C#N)C#N
  -8	-0.2	1	-16	0	1.1	6	4.0	-2	-1.3
> O=C(CCN1c2ccccc2Sc2ccccc21)OCc1nnc(-c2ccccc2)o1
  -4	-0.2	0.9	-16	-12	1	2	8.3	-1	1.3
> CCOC(=O)C(C)/C(C)=N/NC(=O)c1cc2ccccc2cc1O (stereo unspecified)
  46	-0.4	0.6	-19	0	0.9	-10	1.2	2	0.7
> COC(=O)CN(c1nc(C)c(Br)c(OC)n1)S(=O)(=O)c1ccc(C)cc1
  88*	-0.3	0.9	nt	-3	0.9	-8	3.5	-3	0.3
> Cc1cc(C(C)(C)C)oc1C(=O)N(CC(=O)NC1CCCC1)Cc1ccccc1
  8	0.0	1	nt	-1	1	5	3.0	5	0.1
> Cc1cc(OC(C)C)c2c(-c3ccccc3)cc(=O)oc2c1
  8	-0.2	0.8	nt	2	0.9	1	4.2	-9	-2.5
> Cc1ccc(NC(=O)C2=C(O)c3sccc3N(C)S2(=O)=O)cc1
  -10	0.3	1	nt	-6	1	-7	4.7	-2	2.0
> N#Cc1nc(-c2cccs2)oc1NCc1ccco1
  5	0.2	0.8	-9	-2	0.9	-8	1.8	-1	2.8
> Cc1ccc(Cn2nc(C)c(NC(=O)c3cc(C)no3)c2C)cc1
  -10	-0.4	1	nt	-2	0.9	-12	0.1	2	-1.2
> CCc1cc2c(=O)c(-c3nc4ccccc4n3C)coc2c(CN2CCN(C)CC2)c1O
  -10	0.6	0.8	-2	-6	0.8	-10	3.2	1	-3.2
> CCO[C@H]1OC(C(=O)N2CCOCC2)=C[C@@H](c2ccc(C(F)(F)F)cc2)[C@@H]1CCCO
  -11	0.4	1	-13	-7	1	-12	1.3	0	-1.8
> Clc1ccc(-n2cccc2CN2CCc3c([nH]c4ccccc34)C2c2ccccn2)nc1 (stereo unspecified)
  96*	-0.2	0.8	14	-4	0.6	-6	0.8	-5	-1.4
> COc1ccccc1NC(=O)c1ccc(NC(=O)CN2CCCC2)cc1
  -2	-0.3	1	11	1	1	0	1.4	-1	0.0
> COc1ccc(C(=O)Nc2ccc(N3CCC(C)CC3)cc2)cc1Br
  -6	-0.1	1.1	-7	0	1	-12	0.5	-1	0.5

Arranged by the number under PMI act satM6P (smallest number first): some entries from above.
SMILES	Hsp70 activator	PMI activator	S1P3 antagonist	TNAP inh hiacc	PMI act satM6P	TNAP inh no acc	RAM network inh	HMGR II inh	DTT redox prof
Clc1ccc(-n2cccc2CN2CCc3c([nH]c4ccccc34)C2c2ccccn2)nc1 (stereo unspecified)	-0.2	0.8	14	-4	0.6	-6	0.8	-5	-1.4
COC(=O)C1C(=O)C2=C(CC1C)NC(=O)CC2c1cccc(C)c1 (stereo unspecified)	-0.4	0.9	-10	0	0.9	-4	3.1	-2	2.1
O=C(CCN1c2ccccc2Sc2ccccc21)OCc1nnc(-c2ccccc2)o1	-0.2	0.9	-16	-12	1	2	8.3	-1	1.3

The results go on:
Order of results: Lmaj promast	Hsp70 activator	PMI activator	S1P3 antagonist	TNAP inh hiacc	PMI act satM6P	TNAP inh no acc	RAM network inh	HMGR II inh	DTT redox prof
> CCc1ccc(C(c2c(C)nn(-c3ccccc3)c2N)c2c(C)nn(-c3ccccc3)c2N)cc1
  48	0.1	0.7	6	-2	0.9	-6	1.1	-6	-0.6
> Cc1ccc(Oc2ncnc(N)c2[N+](=O)[O-])cc1
  2	-0.3	1.1	-8	-3	1.1	-12	3.2	7	0.3
> O=C1C(=O)N(CCCn2ccnc2)C(c2cccnc2)/C1=C(/O)c1ccc(F)cc1 (stereo unspecified)
  nt	nt	1.2	19	0	1.1	-9	nt	nt	nt
> CN(c1ccc(F)cc1)S(=O)(=O)c1ccc2[nH]cc(C(=O)O)c(=O)c2c1
  -8	-0.3	0.8	4	-2	0.8	-7	2.4	-6	-3.5
> COc1cccc(-n2c(N)c(-c3nc4ccccc4[nH]3)sc2=S)c1
  34	-0.2	0.7	6	10	0.7	-6	-0.1	-2	-0.5
> C=CCn1c(Sc2nc(C)cs2)nc2c1c(=O)[nH]c(=O)n2C
  1	0.1	1.2	nt	-1	1.1	0	-0.2	-1	1.4
> C/C(CC(=O)N1CCN(C=O)CC1)=N\NC(=O)c1cccc([N+](=O)[O-])c1
  -11	-0.1	0.8	-2	0	0.7	9	0.5	4	-0.4
> O=C(NCCSCc1c(F)cccc1Cl)c1ccco1
  0	0.0	1.1	-28	-5	1	-12	-0.5	-10	2.1
> Cc1cc(F)c(F)c(C(=O)N2CCOCC2)c1Cl
  -5	-0.2	0.9	nt	-3	0.9	-11	2.0	-4	0.0
> c1ccc(OCc2nnnn2-c2ccccc2)cc1
  -1	-0.3	0.9	4	-4	0.9	-11	0.6	-3	-0.5
> COc1ccc(NC(=O)C(c2ccccc2)N(C)C(=O)c2ccc(=O)[nH]c2)cc1 (stereo unspecified)
  16	-0.5	1	2	-3	1	-5	1.7	1	0.1
> C(/C=C/c1ccccc1)=N/N1CCN(c2ccccc2)CC1
  0	0.4	0.9	nt	5	0.9	-10	2.2	0	1.8
> CN(C)c1ccc(CNC2CC(C)(C)NC(C)(C)C2)cc1
  -4	0.0	1	11	-7	1	-2	0.6	-5	4.3
> Cc1ccc(COc2coc(CO)cc2=O)cc1
  -5	-0.5	1	nt	-3	1.1	-9	0.1	-4	-2.5
> O=C(O)CC(NC(=O)C12CC3CC(CC(C3)C1)C2)c1ccc(OC2CCCC2)cc1 (stereo unspecified)
  -7	-0.2	1.2	-12	-1	1	-11	2.0	-2	-0.2
> COc1ccc(/C=C/C(=O)NC(=S)Nc2ccccc2C(=O)NC2CCCCC2)cc1
  91*	0.4	1	nt	2	1	-3	0.5	-2	-1.4
